Bioassay records from PubChem.
core dimer inh = blocks dimerization of HCV core protein; TR-FRET GST/Flag-core106 dimerization, 1536-well; 300,000 compounds, 0.33% hits; inhibition, % at 5 µM;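 active means inhibition above the mean of all tested compounds plus 3 SD, set per screening campaign, cut at about 45% in these data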
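assay system = GST-tagged and Flag-tagged HCV core protein residues 1-106 | controls = unlabelled core106 and no-GST-core106 wells | incubation = compound-protein-antibody incubation 4 h at 22.5 °C | probe or stimulus = Eu donor and XL665 acceptor anti-tag antibodies | read-out = % inhibition based on acceptor/donor emission ratio | signal = TR-FRET 671 and 617 nm emission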
PP5 inh = blocks human protein phosphatase 5 activity; purified PP5c, OMFP substrate fluorescence; inhibition, % at 6.7 µM; 320,000 compounds, 0.18% hits;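 active means inhibition above the campaign's mean inhibition across all tested compounds plus 3 SD, cut at about 9.5% in these data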;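 further: 0% = DMSO only and 100% = 100 µM cantharidin control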
PP1 inh = counter-screen for PP5 inhibitors: inhibitors of human PP1-alpha | purified PP1alpha, OMFP fluorescence | inhibition, % at 6.7 µM | 320,000 compounds, 0.9% hits;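 active means inhibition above the mean inhibition of all tested compounds plus 3 SD, computed separately for each screening campaign, cut at about 15% in these data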
Target sequence (P62136 whole entry, looked up): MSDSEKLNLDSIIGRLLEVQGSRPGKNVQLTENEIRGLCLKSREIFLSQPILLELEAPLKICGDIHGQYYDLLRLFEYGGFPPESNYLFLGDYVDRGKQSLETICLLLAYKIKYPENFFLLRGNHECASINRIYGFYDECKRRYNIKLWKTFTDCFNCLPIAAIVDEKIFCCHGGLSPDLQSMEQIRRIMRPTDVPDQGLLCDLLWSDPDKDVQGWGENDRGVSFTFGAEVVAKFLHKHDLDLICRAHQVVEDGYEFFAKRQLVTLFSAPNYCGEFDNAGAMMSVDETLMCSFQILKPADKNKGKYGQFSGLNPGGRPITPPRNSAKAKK
TPT1 inh = blocks Candida albicans tRNA 2'-phosphotransferase. recombinant caTPT1, FP RNA substrate dephosphorylation. inhibition, % at 5 µM. 300,000 compounds, 0.81% hits. AID 1962;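 active means inhibition above the mean of all tested compounds plus 3 SD, set per screening campaign, cut at about 24% in these data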;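 further: plate controls were DMSO alone for no effect and ferristatin control at 100 nM for full effect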
GASC-1 inh = human JMJD2C demethylase inhibition; Q9H3R0; GST-JMJD2C(1-420) H3K9me3 demethylation, DELFIA europium; inhibition, % at 2.35 µM; 330,000 compounds, 0.069% hits;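 active means more than half of a compound's replicate wells show inhibition beyond 50%, single wells judged on their own value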;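 further: signal counts dimethyl H3K9 product captured on neutravidin plate; 0% = median of DMSO wells and 100% = 0.3 times that DMSO median; strong numbers were not always called active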
Target sequence (Q9H3R0 1-420 limits assumed): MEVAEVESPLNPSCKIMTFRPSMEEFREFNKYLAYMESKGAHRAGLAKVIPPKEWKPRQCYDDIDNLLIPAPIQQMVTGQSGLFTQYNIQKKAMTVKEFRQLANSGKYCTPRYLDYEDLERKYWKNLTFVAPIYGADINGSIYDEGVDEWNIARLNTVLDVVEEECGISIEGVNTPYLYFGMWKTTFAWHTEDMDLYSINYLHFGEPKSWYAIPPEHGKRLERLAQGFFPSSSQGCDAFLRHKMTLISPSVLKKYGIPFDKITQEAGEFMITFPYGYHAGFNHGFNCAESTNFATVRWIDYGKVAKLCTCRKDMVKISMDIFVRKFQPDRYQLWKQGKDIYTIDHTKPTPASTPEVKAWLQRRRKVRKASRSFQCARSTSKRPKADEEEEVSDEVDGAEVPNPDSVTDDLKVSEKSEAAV
PREPL inh = inhibitors of human prolyl oligopeptidase-like enzyme PREPL; 320,000 compounds, 0.68% hits; recombinant PREPL, fluorescence polarization activity-based probe; inhibition, % at 5.96 µM; AID 2751; Q4J6C6; in the data active means inhibition above about 43%;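 further: 0% = enzyme with DMSO and 100% = wells lacking enzyme; many of its hits are not listed in these tables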
CTSL1 counter = counter-screen for PFM18AAP inhibitors: inhibitors of F. hepatica cathepsin L1; recombinant F. hepatica cathepsin L1, Z-Leu-Arg-MCA fluorescence; 300,000 compounds, 0.49% hits; AID 1906; inhibition, % at 5.96 µM;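 active means inhibition above the mean of all tested compounds plus 3 SD, set per screening campaign, cut at about 17% in these data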;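 further: 0% = plate median of test compound wells and 100% = 1 µM Z-Phe-Ala-diazomethylketone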
LYPLA2 inh = counter-screen for PME1 inhibitors: inhibitors of human LYPLA2. 320,000 compounds, 0.38% hits. recombinant LYPLA2, FP-Rh probe fluorescence polarization. AID 2177. O95372. inhibition, % at 5.9 µM;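 active means inhibition above the screen-wide mean plus 3 SD, limit set per campaign, cut at about 26% in these data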;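 further: 0% = LYPLA2 with DMSO and 100% = wells lacking LYPLA2 enzyme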
Target sequence (O95372 whole entry, looked up): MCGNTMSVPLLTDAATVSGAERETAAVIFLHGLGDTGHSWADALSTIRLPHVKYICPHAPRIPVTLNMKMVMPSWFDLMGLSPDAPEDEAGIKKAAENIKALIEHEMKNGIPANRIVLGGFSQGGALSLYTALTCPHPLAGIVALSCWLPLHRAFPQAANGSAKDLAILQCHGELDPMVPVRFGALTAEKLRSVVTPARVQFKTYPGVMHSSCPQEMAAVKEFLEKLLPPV
Efflux pump inh = blocks antifungal efflux pumps in multiplex yeast assay | inhibition, % at 10 µM | S. cerevisiae Candida pump triplex, Nile Red efflux | 330,000 compounds, 0.44% hits;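 active means plate passing quality check with inhibition over a set limit, or well fluorescence over plate mean plus 4 SD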;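 further: Nile Red retained in pooled yeast measured as flow cytometry median fluorescence; 0% = buffer negative control and 100% = Enniatin B positive control; higher means more Nile Red kept so more efflux inhibition; some compounds called inactive have numbers as strong as hits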
* marks the source's active call; other numbers are inactive results. The list is partial. The share of hits here may be higher or lower than overall.

Results for COC(=O)c1ccc(CNC(=O)COC(=O)CC23CC4CC(CC(Br)(C4)C2)C3)cc1 ?
core dimer inh: -12.8; PP5 inh: 2.7; PP1 inh: 4.5; TPT1 inh: -1.6; GASC-1 inh: -2.6; PREPL inh: -1.3; CTSL1 counter: -0.8; LYPLA2 inh: 4.0; Efflux pump inh: -0.1

What do the screens show for `CC1(C)Cc2c(C#N)c(N3CCOCC3)nc(-c3ccccc3)c2CO1`?
core dimer inh: 1.7; PP5 inh: 2.4; PP1 inh: 1.5; TPT1 inh: -7.8; GASC-1 inh: 8.0; PREPL inh: 8.1; CTSL1 counter: 1.6; LYPLA2 inh: 5.0; Efflux pump inh: -0.1

How did COc1cc(CCC(=O)OCC(=O)Nc2ccccc2C(C)C)cc(OC)c1OC do in these assays?
core dimer inh: 2.3; PP5 inh: 1.3; PP1 inh: -0.4; TPT1 inh: -2.4; GASC-1 inh: 4.5; PREPL inh: 4.0; CTSL1 counter: -4.1; LYPLA2 inh: -8.8; Efflux pump inh: 2.7

What do the screens show for `CCOCCCn1c(SC(C)C(=O)NCC2CCCO2)nc2sc(C)c(C)c2c1=O` (configuration not stated)?
PP5 inh: 4.8; PP1 inh: -2.4; GASC-1 inh: -0.8; PREPL inh: 2.0; LYPLA2 inh: -0.3; Efflux pump inh: 0.0

How did CCOC(=O)CNC(=O)CNC(=O)c1nn(-c2ccc(OC)c(OC)c2)c(=O)c2ccccc12 do in these assays?
core dimer inh: 0.3; PP5 inh: 1.3; PP1 inh: -3.5; TPT1 inh: 5.8; GASC-1 inh: -5.3; PREPL inh: 12.6; CTSL1 counter: 1.1; LYPLA2 inh: 2.7; Efflux pump inh: 0.0

Results for COC(=O)c1ccc(C)c(NC(=O)c2nn(C)c(=O)c3ccccc23)c1 ?
core dimer inh: 1.4; PP5 inh: 4.3; PP1 inh: -4.5; TPT1 inh: -3.0; GASC-1 inh: -2.3; PREPL inh: 2.0; CTSL1 counter: -1.8; LYPLA2 inh: -2.1; Efflux pump inh: -0.1

Results for Cc1cccn2c(=O)c(C=O)c(Cl)nc12 ?
core dimer inh: 3.3; PP5 inh: 2.9; PP1 inh: 1.8; TPT1 inh: -6.2; GASC-1 inh: -5.9; PREPL inh: -3.3; CTSL1 counter: -2.5; LYPLA2 inh: -2.0; Efflux pump inh: -0.3

How did CCC(C)[C@H](NC(=O)Nc1ccc(S(N)(=O)=O)cc1)C(=O)O (some centres not stated) do in these assays?
core dimer inh: 1.7; PP5 inh: -0.1; PP1 inh: -4.0; TPT1 inh: 0.9; GASC-1 inh: 7.3; PREPL inh: 0.8; CTSL1 counter: -5.6; LYPLA2 inh: 2.5; Efflux pump inh: -0.1

What do the screens show for `Cc1cccc2nc(COc3ccc(Cl)c4cccnc34)cn12`?
core dimer inh: 2.7; PP5 inh: 3.9; PP1 inh: 1.0; TPT1 inh: 0.7; GASC-1 inh: -5.7; PREPL inh: -15.0; CTSL1 counter: 0.5; LYPLA2 inh: -2.1; Efflux pump inh: 0.0

How did COc1cccc(-n2cc(-c3ccc(F)cc3)[nH]c2=S)c1 do in these assays?
core dimer inh: -4.8; PP5 inh: 2.6; PP1 inh: 0.2; TPT1 inh: -1.6; GASC-1 inh: -19.3; PREPL inh: 17.6; CTSL1 counter: -2.7; LYPLA2 inh: 14.1; Efflux pump inh: 0.0

What do the screens show for `COc1cc(C(=O)N2CCN(c3ccc([N+](=O)[O-])cc3)CC2)ccc1OCc1c(C)noc1C`?
core dimer inh: 6.8; PP5 inh: 3.4; PP1 inh: 1.6; TPT1 inh: 1.3; GASC-1 inh: -1.6; PREPL inh: 15.1; CTSL1 counter: 0.7; LYPLA2 inh: 8.2; Efflux pump inh: -0.2

What do the screens show for `O=C(NCCc1ccccc1)c1ccc(CS(=O)(=O)c2ccc(Br)cc2)o1`?
core dimer inh: 6.9; PP5 inh: -0.8; PP1 inh: -2.0; TPT1 inh: -0.1; GASC-1 inh: -1.4; PREPL inh: -37.2; CTSL1 counter: -1.1; LYPLA2 inh: 2.4; Efflux pump inh: -0.3

How did COc1ccc(OCC(=O)Nc2nc3ccccc3[nH]2)cc1 do in these assays?
core dimer inh: -3.3; PP5 inh: 0.1; PP1 inh: 1.8; TPT1 inh: -1.9; GASC-1 inh: 5.9; PREPL inh: 1.4; CTSL1 counter: 1.2; LYPLA2 inh: -3.7; Efflux pump inh: -0.1

How did O=C(Nc1ccc(Cl)c(Cl)c1)c1cccnc1 do in these assays?
core dimer inh: -6.5; PP5 inh: 1.2; PP1 inh: 1.1; TPT1 inh: -2.7; GASC-1 inh: -3.1; PREPL inh: 9.2; CTSL1 counter: 2.1; LYPLA2 inh: 4.1; Efflux pump inh: 0.0

What do the screens show for `COc1ccccc1OCCNC(=O)CC(NC(C)=O)c1ccccc1` (configuration not stated)?
core dimer inh: 1.2; PP5 inh: 0.2; PP1 inh: -0.9; TPT1 inh: -0.7; GASC-1 inh: 2.2; PREPL inh: 4.3; CTSL1 counter: 0.8; LYPLA2 inh: -3.6; Efflux pump inh: 0.0

What do the screens show for `CN(C)CCN(Cc1cc2cc3c(cc2nc1Cl)OCO3)C(=O)c1ccco1`?
core dimer inh: -3.0; PP5 inh: 3.6; PP1 inh: 1.2; TPT1 inh: -5.5; GASC-1 inh: -4.1; PREPL inh: -20.7; CTSL1 counter: -2.0; LYPLA2 inh: 5.5; Efflux pump inh: 0.0

What do the screens show for `O=C(NCc1ccc2c(c1)OCO2)C1CCCN(S(=O)(=O)c2cccc3cccnc23)C1` (configuration not stated)?
core dimer inh: -6.0; PP5 inh: 1.1; PP1 inh: -1.9; TPT1 inh: -0.8; GASC-1 inh: 0.8; PREPL inh: 8.8; CTSL1 counter: -2.6; LYPLA2 inh: 0.6; Efflux pump inh: 0.1

What do the screens show for `CCn1cc(CNC(=O)/C=C/c2ccc([N+](=O)[O-])cc2)cn1`?
core dimer inh: -0.2; PP5 inh: 2.5; PP1 inh: -2.4; TPT1 inh: -0.1; GASC-1 inh: 0.5; PREPL inh: 3.4; CTSL1 counter: 1.6; LYPLA2 inh: -2.9; Efflux pump inh: 0.1

Results for Cc1cc(NC(=O)CSC2=NS(=O)(=O)c3cc(Cl)ccc3N2)no1 ?
core dimer inh: 0.0; PP5 inh: 0.3; PP1 inh: -0.3; TPT1 inh: 2.0; GASC-1 inh: -5.4; PREPL inh: 2.8; CTSL1 counter: 0.5; LYPLA2 inh: 2.4; Efflux pump inh: -0.1

How did O=C(NCc1ccccc1Cl)C1CCC(=O)N(C2CC2)C1 (configuration not stated) do in these assays?
core dimer inh: 5.6; PP5 inh: 1.0; PP1 inh: -0.3; TPT1 inh: -3.6; GASC-1 inh: 11.7; PREPL inh: 1.3; CTSL1 counter: 2.4; LYPLA2 inh: 0.8; Efflux pump inh: 0.2

Structures shown so far containing bromine, in the order listed:
Results for COC(=O)c1ccc(CNC(=O)COC(=O)CC23CC4CC(CC(Br)(C4)C2)C3)cc1 ?
core dimer inh: -12.8; PP5 inh: 2.7; PP1 inh: 4.5; TPT1 inh: -1.6; GASC-1 inh: -2.6; PREPL inh: -1.3; CTSL1 counter: -0.8; LYPLA2 inh: 4.0; Efflux pump inh: -0.1

What do the screens show for `O=C(NCCc1ccccc1)c1ccc(CS(=O)(=O)c2ccc(Br)cc2)o1`?
core dimer inh: 6.9; PP5 inh: -0.8; PP1 inh: -2.0; TPT1 inh: -0.1; GASC-1 inh: -1.4; PREPL inh: -37.2; CTSL1 counter: -1.1; LYPLA2 inh: 2.4; Efflux pump inh: -0.3

Further records:
What do the screens show for `Cc1nc2ccc(NC(=S)N3CCN(c4ccccn4)CC3)cc2nc1C`?
core dimer inh: -14.4; PP5 inh: 1.5; PP1 inh: 1.1; TPT1 inh: -0.3; GASC-1 inh: -17.4; PREPL inh: -16.8; CTSL1 counter: -5.0; LYPLA2 inh: -0.4; Efflux pump inh: 2.6

What do the screens show for `Cc1cccc(NC(=O)CCS(=O)(=O)c2ccccc2)c1`?
core dimer inh: 3.4; PP5 inh: 1.2; PP1 inh: -3.1; TPT1 inh: -5.1; GASC-1 inh: 4.7; PREPL inh: 9.1; CTSL1 counter: 9.0; LYPLA2 inh: -5.4; Efflux pump inh: 0.0

What do the screens show for `COc1ccc(S(=O)(=O)Cc2ccc(C(=O)N3CCN(c4cccc(C)c4C)CC3)o2)cc1`?
core dimer inh: 9.2; PP5 inh: 5.8; PP1 inh: -5.8; TPT1 inh: -6.4; GASC-1 inh: 1.5; PREPL inh: 12.6; CTSL1 counter: 5.4; LYPLA2 inh: -2.6; Efflux pump inh: 0.0

How did Nc1nc2ccc(S(=O)(=O)N3CCCCC3)cc2s1 do in these assays?
core dimer inh: -5.7; PP5 inh: 0.7; PP1 inh: -4.1; TPT1 inh: 0.4; GASC-1 inh: -0.8; PREPL inh: 1.7; CTSL1 counter: 0.5; LYPLA2 inh: 12.6; Efflux pump inh: 0.2

How did Cc1[nH]n(-c2ccc([N+](=O)[O-])cc2)c(=O)c1C=NCCN1CCN(C(=O)c2ccccc2F)CC1 do in these assays?
core dimer inh: -4.4; PP5 inh: 5.0; PP1 inh: -0.5; TPT1 inh: -6.2; GASC-1 inh: 2.2; PREPL inh: 8.4; CTSL1 counter: 1.7; LYPLA2 inh: 0.2; Efflux pump inh: 0.0

How did CC(C)N(CCCNC(=O)c1ccc(N2CCCC2=O)cc1)Cc1ccccc1 do in these assays?
core dimer inh: -3.7; PP5 inh: -0.6; PP1 inh: -0.7; TPT1 inh: -0.7; GASC-1 inh: 3.5; PREPL inh: 7.9; CTSL1 counter: 5.0; LYPLA2 inh: 4.4; Efflux pump inh: -0.1

What do the screens show for `COc1ccc(C2Nc3ccccc3C(=O)N2NS(=O)(=O)c2ccccc2)cc1` (configuration not stated)?
core dimer inh: -3.3; PP5 inh: 1.6; PP1 inh: -2.5; TPT1 inh: -1.9; GASC-1 inh: -0.2; PREPL inh: -3.1; CTSL1 counter: 4.0; LYPLA2 inh: -9.5; Efflux pump inh: -0.2

Results for O=C(O)CC/C(=C\c1ccccc1[N+](=O)[O-])c1nc2ccccc2s1 ?
core dimer inh: -0.9; PP5 inh: -0.7; PP1 inh: -2.7; TPT1 inh: -4.0; GASC-1 inh: 0.1; PREPL inh: 13.8; CTSL1 counter: 2.6; LYPLA2 inh: 5.5; Efflux pump inh: -0.1

How did Cc1cccc(NC(=O)CC2SC(=NC3CCCCC3)NC2=O)c1 (configuration not stated) do in these assays?
core dimer inh: 3.0; PP5 inh: 1.1; PP1 inh: -4.0; TPT1 inh: -0.3; GASC-1 inh: 19.8; PREPL inh: -3.8; CTSL1 counter: -2.1; LYPLA2 inh: 2.4; Efflux pump inh: -0.2

How did Cc1c(C)n2c(SCC(=O)N3CC(C)OC(C)C3)nnc2[nH]c1=O (configuration not stated) do in these assays?
core dimer inh: 1.8; PP5 inh: 1.9; PP1 inh: -4.4; TPT1 inh: -3.1; GASC-1 inh: -7.8; PREPL inh: -13.4; CTSL1 counter: -0.1; LYPLA2 inh: -3.7; Efflux pump inh: 0.0

Results for Cc1ccc(CNC(=O)/C(C#N)=C/c2ccc(C)s2)cc1 ?
core dimer inh: 1.7; PP5 inh: 0.9; PP1 inh: 3.1; TPT1 inh: -2.9; GASC-1 inh: 7.3; PREPL inh: -10.0; CTSL1 counter: 3.0; LYPLA2 inh: 0.4; Efflux pump inh: -0.1
